High-throughput results as filed in PubChem BioAssay.
bCat nuc transl = modulators of beta-catenin nuclear translocation, primary screen, imaging, HeLa cells, immunofluorescence, high-content | nuclear translocation activity, % at 5 µM | 190,000 compounds, 0.3% hits;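 active means nuclear translocation activity above 50% at 5 µM, with a well cell count of 50 or more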;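 further: per-cell ratio of nuclear to cytoplasmic median beta-catenin stain intensity; plate controls were DMSO negative control for no effect and GSK-3 inhibitor IX positive control for full effect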
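Read-out: Nuclear/cytoplasmic beta-catenin signal ratio, % activation | Assay system: Human HeLa cell line | Times: 24 h compound exposure at 37°C, 5% CO2 | Signal: Fluorescence imaging of beta-catenin antibody stain plus DAPI | Dosing: 5 µM primary, 0.02–20 µM confirmation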
P. falciparum M17LAP = P. falciparum M17LAP inhibitors, primary screen, biochemical, fluorogenic H-Leu-NHMec substrate, 1536-well (AID 1619); inhibition, % at 30 µM; hits with a dose series show IC50 in µM; Leucine aminopeptidase (Plasmodium falciparum (isolate 3D7)); 220,000 compounds, 0.38% hits; recombinant M17LAP, H-Leu-NHMec fluorogenic kinetic assay; higher % means a stronger effect;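 active means compound inhibiting the enzyme by more than half at any dose during confirmatory dose-response retesting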;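 further: plate controls were full reaction with DMSO carrier for no effect and no enzyme background for full effect; strong numbers were not always called active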
MT stabilizer = microtubule stabilizers in HeLa cells, primary screen, imaging, high-content imaging. HeLa tubulin immunostaining HCS, 24 h; share of cells brighter than vehicle mean+2SD. % tubulin-high responders, % at 10 µM. AID 2205, 2009. 200,000 compounds, 0.83% hits;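 active means plate Z-score above 3 for both tubulin-high and condensed-nucleus cell shares, with cell loss under 80%, at 10 µM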;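 further: anti alpha tubulin signal scored within the nucleus-defined area of each cell; some results filed as inactive read as strong as hits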
M1AAP inhibition = P. falciparum M1AAP inhibitors, biochemical, fluorogenic H-Leu-NHMec substrate, 1536-well (AID 1445); inhibition, % at 30 µM; hits with a dose series show IC50 in µM; 220,000 compounds, 0.42% hits; Aminopeptidase N (Plasmodium falciparum (isolate 3D7)); recombinant M1AAP, H-Leu-NHMec fluorogenic kinetic assay; higher % means a stronger effect;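 active means primary inhibition above the hit cutoff, then over 50% inhibition at one or more dose response concentrations, cut at about 23% in these data, passing the limit was not always enough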;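 further: plate controls were DMSO full reaction for no effect and no enzyme background for full effect; strong numbers were not always called active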
Dynein cargo inh = inhibitors of GR-EGFP nuclear translocation, primary screen, dynein cargo transport inhibitor project, imaging, high-content, 3617.4 mouse cells. test concentration mostly 20 µM; stimulated with dexamethasone, 1 µM; active compounds read low. z-score, hits read low. 220,000 compounds, 0.47% hits;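 active means plate z-score of nuclear minus cytoplasmic receptor signal below a set negative limit, without overly bright fluorescence or cell loss, cut at about -3.5 in these data, passing the limit was not always enough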;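 further: z-score of nuclear minus cytoplasmic ring GR-EGFP intensity difference per well; some compounds called inactive have numbers as strong as hits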
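medium = tetracycline-free induction medium containing charcoal-stripped FBS | probe or stimulus = dexamethasone, 1.0 µM final | timing = 48 h induction, then 1 h compound, then 30 min agonist, 37 °C | detection = automated 10x imaging of fixed Hoechst-stained cells | read-out basis = nuclear versus cytoplasmic GR-EGFP signal, averaged per well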
Yfh1-depleted yeast = enhancers of respiration in Yfh1-depleted yeast, dose response, Friedreich's ataxia, plus single-dose screen (AID 1465) | S. cerevisiae Yfh1-off respiration, WST-1 reduction, 72 h; higher fold induction means a stronger effect | fold induction at 50 µM; hits with a dose series show EC50 in µM | 220,000 compounds, 0.074% hits;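 active means fold induction of absorbance versus untreated yeast above a set limit, then at least 30% activation at any dose in follow-up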;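 further: activators that raise dye reduction in frataxin-depleted yeast; strong numbers were not always called active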
Autophagy HCS = autophagy modulators in MEF cells, primary screen, imaging, high-content, MEF GFP-LC3; 190,000 compounds, 0.98% hits; calls only at 10 µM (by protocol); MEF GFP-LC3 puncta imaging; test concentration mostly 10 µM;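 active means percentage of spot-positive cells more than 3 SD above its plate mean, without a fluorescence outlier flag or 80% toxicity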;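 further: spot-positive cell cutoff set from DMSO-treated cells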
T cell modulator = modulators of CD8 T cell-vesicle binding, primary screen, mouse 2C CD8+ T cells, flow cytometry | 330,000 compounds, 0.068% hits | calls only at 7 µM | 2C CD8+ T cell-vesicle binding; active compounds read low | AID 2052, 2009;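 active means response, share of CD8 T cells binding vesicles, and their 90th percentile fluorescence all below set limits, cut at about 80% in these data, passing the limit was not always enough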
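Test system: purified 2C TCR transgenic mouse naive CD8+ T cells. Probe or stimulus: QL9-peptide-loaded Drosophila micro-vesicles bearing Ld, ICAM-1 and B7-1. Incubation: binding step 1.5 h, 37 °C, antibody labelling 20 min, ice. Measured by: flow cytometry of vesicle-bound cells.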
WT yeast gro inh = growth inhibition of WT strain, primary screen, mitochondrial fusion inhibitor project, WT and mutant strains, chemical genetic; inhibition, % at 10 µM; AID 1362, 2008; 190,000 compounds, 2.1% hits; mitochondrial fusion phenotypic screen; in the data active means inhibition above about 58%; tested in S. cerevisiae
WT yeast gro inh mutant strain = further read-out of WT yeast gro inh, marked with its call; inhibition, %; mitochondrial fusion phenotypic screen, mutant strain inhibition
Dynein cargo inh cytoplasmic EGFP = also measured in Dynein cargo inh; calls as there; z-score; measured here: cytoplasmic GR-EGFP intensity; active compounds read high
Dynein cargo inh nuclear GR-EGFP = also measured in Dynein cargo inh; calls as there; z-score; measured here: nuclear GR-EGFP intensity;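 lower value marks the stronger effect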
Dynein cargo inh cell count = further read-out of Dynein cargo inh, marked with its call; z-score; measured here: cell count per field
bCat nuc transl cell count 5 µM = also measured in bCat nuc transl; calls as there; cell count; measured here: cell count, cytotoxicity flag
T cell modulator vesicle-bound % = also measured in T cell modulator; calls as there; double positive events, %; measured here: CD8+ vesicle-bound cell fraction;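 binding gate set so that unloaded-vesicle control wells show 10% double positive cells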
MT stabilizer Hoechst-high % = also measured in MT stabilizer; calls as there; % Hoechst-high responders; measured here: nuclear condensation Hoechst responders;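 share of cells brighter than vehicle mean plus two SD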
MT stabilizer cytotoxicity % = further read-out of MT stabilizer, marked with its call; toxicity, %; measured here: cytotoxicity by cell density;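 0% = mean cell density of plate MIN control wells and 100% = no cells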
Autophagy HCS cell loss 18 h = also measured in Autophagy HCS; calls as there; toxicity, %; measured here: cell loss, nuclei count;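 cell loss after 18 h compound exposure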
Starred values were filed as active, the others as inactive; i = inactive; . = no result given.

Values run as follows: bCat nuc transl	bCat nuc transl cell count 5 µM	P. falciparum M17LAP	MT stabilizer	MT stabilizer Hoechst-high %	MT stabilizer cytotoxicity %	M1AAP inhibition	Dynein cargo inh	Dynein cargo inh cytoplasmic EGFP	Dynein cargo inh nuclear GR-EGFP	Dynein cargo inh cell count	Yfh1-depleted yeast	Autophagy HCS	Autophagy HCS cell loss 18 h	T cell modulator	T cell modulator vesicle-bound %	WT yeast gro inh	WT yeast gro inh mutant strain
1	Cc1ccnc(NC(=O)CCC(=O)N(CC(=O)NC2CCCCC2)CC2CCCO2)c1 (stereo unspecified)
  -3.5	1035	3.3%	1.9	1.3	5.2	-5.5%	0.848	0.213	0.838	-0.966	i	i	-15.3	i	35.5	4.9	1.7
2	O=C(/C=C/c1cccc([N+](=O)[O-])c1)NCCSCc1c(Cl)cccc1Cl
  -1.2	1097	4.3%	3.0	4.8	3.5	1.3%	-0.0596	-0.314	-0.258	0.284	i	i	-4.3	i	50.6	30.4	-7.1
3	CC1CCCCC1NC(=O)c1cncc(Br)c1 (stereo unspecified)
  0.5	1149	2.1%	2.0	2.2	7.0	-0.1%	2.17	-0.193	1.47	-1.07	i	.	.	i	10.0	8.9	4.2
4	COC(=O)c1ccc(CN2CCN(C(C)C)C(CCO)C2)cc1 (stereo unspecified)
  2.4	861	0.3%	2.1	2.5	4.1	-3.4%	0.194	-0.164	0.508	-0.207	i	i	12.3	i	62.4	-7.0	-4.5
5	OC(CNC1CCCCC1)COCCOc1ccc(Br)cc1 (stereo unspecified)
  .	.	-14.0%	4.0	2.5	2.4	2.2%	0.08	-0.233	0.122	1.66	i	i	11.7	i	50.7	27.6	11.3
6	O=C1CN(S(=O)(=O)c2ccccc2)CCN1S(=O)(=O)c1ccccc1
  -2.1	614	-0.2%	2.4	2.6	2.1	-3.8%	-0.438	-0.271	-0.0652	0.791	i	i	5.8	i	47.9	1.9	6.6
7	CCOC(=O)c1c(C)[nH]c(C(=O)OCC(=O)NC2CCS(=O)(=O)C2)c1C (stereo unspecified)
  -1.9	1396	-5.7%	2.4	1.5	6.3	0.8%	-0.382	-0.18	0.544	0.302	i	i	-4.6	i	14.4	-7.1	-2.5
8	O=C(N/N=C/c1cc([N+](=O)[O-])ccc1O)Nc1ccccc1
  -0.4	1565	10.7%	2.2	2.5	6.6	-7.3%	-0.629	-0.278	0.0263	0.578	i	i	-2.2	i	55.7	-23.9	-1.2
9	CCOC(=O)c1c(CN2CCCCC2C)oc2ccc(OC)cc12 (stereo unspecified)
  -6.9	1075	18.6%	1.5	1.7	15.0	10.8%	-0.732	-0.185	-0.247	0.815	i	i	29.2	i	7.3	-5.6	-18.3
10	Cc1ccc(S(=O)(=O)NC(C(=O)Oc2ccc3c(C)c(Cl)c(=O)oc3c2)c2ccccc2)cc1 (stereo unspecified)
  0.2	1099	i	5.0	3.3	3.2	20.5%	-2.29	0.0184	-1.42	1.1	i	i	-13.4	i	41.2	-5.4	0.5
11	COCCCNC(=O)CCn1c(=O)c2ccccc2n(CC(=O)NCCc2ccc(OC)c(OC)c2)c1=O
  0.8	1174	0.5%	2.1	2.7	10.0	-0.3%	-0.777	-0.302	-0.679	0.119	i	i	6.1	i	28.2	-6.2	5.2
12	Cc1ccc(C)n1-c1ccc(N2CCOCC2)cc1
  -1.0	990	-10.0%	2.8	1.2	3.0	7.2%	-0.266	-0.231	-0.0619	-0.177	i	i	-4.6	i	54.9	5.9	-7.4
13	COC(=O)c1sc(SC)c2c1CC(C)(C)C/C2=N/O
  -2.9	1188	-0.5%	.	.	.	-6.8%	-0.397	0.352	-0.164	0.129	i	.	.	i	55.4	.	.
14	COc1cc(/C=N/NS(=O)(=O)c2ccc3ccccc3c2)ccc1OCc1ccc(C(=O)O)cc1
  1.2	1338	25.9%	.	.	.	7.5%	1.09	-0.203	0.403	-0.562	i	.	.	i	35.8	.	.
15	COc1ccccc1NC1=NC(c2ccc(Cl)cc2)N=C(N)N1 (stereo unspecified)
  42.3	763	-13.6%	18.0*	46.7*	42.6*	28.8%	2.03	0.29	2.29	-3.49	i	i	6.5	i	34.3	-19.8	-26.5

Next section, overlapping the part above by two compounds.
Values run as follows: bCat nuc transl	bCat nuc transl cell count 5 µM	P. falciparum M17LAP	MT stabilizer	MT stabilizer Hoechst-high %	MT stabilizer cytotoxicity %	M1AAP inhibition	Dynein cargo inh	Dynein cargo inh cytoplasmic EGFP	Dynein cargo inh nuclear GR-EGFP	Dynein cargo inh cell count	Yfh1-depleted yeast	Autophagy HCS	Autophagy HCS cell loss 18 h	T cell modulator	T cell modulator vesicle-bound %	WT yeast gro inh	WT yeast gro inh mutant strain
14	COc1cc(/C=N/NS(=O)(=O)c2ccc3ccccc3c2)ccc1OCc1ccc(C(=O)O)cc1
  1.2	1338	25.9%	.	.	.	7.5%	1.09	-0.203	0.403	-0.562	i	.	.	i	35.8	.	.
15	COc1ccccc1NC1=NC(c2ccc(Cl)cc2)N=C(N)N1 (stereo unspecified)
  42.3	763	-13.6%	18.0*	46.7*	42.6*	28.8%	2.03	0.29	2.29	-3.49	i	i	6.5	i	34.3	-19.8	-26.5
16	C/C(Cl)=C/Cn1c(N2CCCC2)nc2c1c(=O)n(C)c(=O)n2C
  -6.6	903	14.6%	1.8	0.8	2.7	10.5%	2.1	-0.195	0.666	-1.04	i	i	1.2	i	27.2	16.4	18.5
17	O=C(CSc1nnnn1-c1ccccc1)NC1CCCc2ccccc21 (stereo unspecified)
  5.5	912	-5.9%	3.9	2.6	8.8	0.9%	-0.193	-0.287	-0.18	0.836	i	i	-6.1	i	62.8	-5.6	-8.0
18	COc1cc(OC)c(NS(=O)(=O)c2ccc(Cl)c(C(=O)OC(C)C(=O)N3CCCC3)c2)cc1Cl (stereo unspecified)
  0.5	943	-5.9%	4.2	2.4	13.3	38.6µM*	-0.247	-0.254	-0.118	1.02	i	i	6.8	i	45.1	-2.5	6.0
19	CCOc1ccccc1NC(=O)CSc1nc2cccnc2n1C
  -5.0	974	-8.2%	1.2	1.4	2.6	4.8%	-0.482	0.227	-0.24	0.396	i	i	-15.4	i	57.3	-5.2	5.0
20	Cc1n[nH]c(=S)n1Cc1ccccc1
  4.9	1342	5.8%	.	.	.	-0.1%	0.0412	-0.0942	0.502	-2.09	i	.	.	i	57.1	.	.
21	CC1CN=C(N(C(=O)Nc2ccccc2)c2ccc(F)cc2)S1 (stereo unspecified)
  .	.	3.2%	1.9	3.6	5.8	4.5%	0.459	-0.186	0.315	-0.643	i	i	-32.7	i	37.6	11.2	17.6
22	Cc1ccc(S(=O)(=O)NCC(=O)Nc2cccc([N+](=O)[O-])c2)cc1
  0.2	1499	-2.2%	3.6	1.5	10.4	-1.7%	0.361	-0.198	0.49	-0.0291	i	i	-2.2	i	37.7	-4.2	7.2
23	Cc1ccc(C)c(Cc2c(C)nc3c(C(=O)NCc4ccc5c(c4)OCO5)cnn3c2C)c1
  .	.	9.7%	1.3	1.5	6.0	3.9%	-1.05	0.291	-0.221	1.16	.	i	-1.3	i	50.8	46.0	19.4
24	COc1ccc(/C=C/C(=O)c2ccc(OC)cc2OC)c(OC)c1
  1.1	1023	-2.8%	3.0	2.3	12.2	5.6%	-0.748	-0.173	-0.3	0.624	i	i	-4.5	i	13.7	20.0	9.9
25	Cc1cccc(C)c1-n1c(C)nn(CCOc2ccccc2)c1=O
  -4.2	1123	2.8%	4.2	2.3	7.0	4.1%	0.949	-0.276	1.14	-0.821	i	i	1.7	i	62.7	-11.2	20.1
26	Fc1ccccc1N=C1NN=C(c2ccccc2)CS1
  0.9	1033	0.2%	5.3	1.2	10.1	5.8%	0.263	-0.329	-0.0481	-0.0192	i	i	-2.6	i	26.7	26.8	-14.3
27	O=C(O)c1cccc(NC2=C(N3CCOCC3)C(=O)c3ccccc3C2=O)c1
  -1.2	1290	1.9%	.	.	.	6.7%	-0.242	-0.195	-0.224	-0.508	i	.	.	i	45.7	.	.
28	COc1cccc(/C=N/NC(=O)c2ccoc2C)c1O
  -0.1	1185	-1.6%	.	.	.	-10.7%	-0.463	-0.258	0.406	0.398	i	.	.	i	40.5	.	.
